# Source: PubChem
# mHTT CaM bind: disrupts binding of mutant huntingtin to calmodulin | P42858 | AlphaScreen His-mHTT/GST-CaM binding, luminescence | 190,000 tested, 3.6% active | inhibition, % at 15 µM;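 note: 0% = both proteins with DMSO and 100% = one protein alone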
# Pf apPOL block: Pf-apPOL DNA polymerase inhibition; Recombinant Pf-apPOL, molecular beacon fluorescence, 1.5 h; inhibition, % at 10 µM; 210,000 tested, 0.25% active; AID 1794808
# Numbers without * were called inactive; x = not tested or not shown; & = joins results of further samples. Cut-off read from the data, not from the text of the source: active = inhibition above about 50%; inactive = the rest. Some of the compounds tested; the hit share may differ from the screen's.
# The line under a structure holds: Pf apPOL block	mHTT CaM bind
COc1ccccc1C=C1Oc2cc(OCC(=O)OC(C)(C)C)ccc2C1=O
  0	-23
COc1ccccc1N1C(=O)S/C(=C\c2cccc([N+](=O)[O-])c2)C1=O
  -2	21
CN1CCC(NC(=O)C2CCN(c3nc4ccc(-c5cccs5)nc4s3)CC2)CC1
  6	18
Cc1cc(=O)n(CC(=O)Nc2ccc3c(c2)Cc2ccccc2-3)cn1
  -1	-13
O=C(Nc1cc(Cl)cc(Cl)c1)c1cnc2n(c1=O)CCS2
  -4	2
CCOc1ccc(/C=C2\SC(=O)N(c3ccccc3)C2=O)cc1
  -161	-3
COc1ccc(OC)c(CN2CCCC2c2c(C)noc2C)c1 (configuration not stated)
  3	5
COc1ccc(C2NC(=O)c3ccccc3N2)cc1 (configuration not stated)
  0	-4
COc1cc(OC)cc(N2C(=O)c3nccnc3C2=O)c1
  -13	x
CC(O)CN(Cc1cccc(Cl)c1)CC(C)O (configuration not stated)
  -4	-3
COc1nn(C)cc1C(=O)NCC(O)c1ccc(C)o1 (configuration not stated)
  9	-6
COc1ccc(C2C(C(=O)N3CCCC3)c3cc(OC)c(OC)cc3C(=O)N2C)cc1OC (configuration not stated)
  4	-1
O=C(COc1ccccc1F)Nc1nnc(C2CCCCC2)o1
  -10	63*
C=C(C)CN(CC)C(=O)C1CCN(CC(C)C)CC1
  -6	7
CCC(=O)NCc1nc2c(n1C)CN(S(=O)(=O)c1cc(F)ccc1F)CC2
  -2	4
O=C1CCCC2=C1C1(OC3C=CC=CN23)C(=O)c2ccccc2C1=O (configuration not stated)
  x	-2
Cn1cc(C(=O)NC2CCCCC2)c2c3ccccc3n(C)c2c1=O
  -8	15
COc1cccc(C(=O)N2CCc3c(c(-c4nnc(-c5ccccc5F)o4)nn3C)C2)c1
  -3	2
O=C(COc1ccc(Cl)cc1)Nc1c2c(nn1-c1cccc(Cl)c1)CSC2
  -3	24
O=c1c2sccc2n(Cc2ccccc2)c(=O)n1-c1ccccc1
  -8	-1
Cc1cccc2sc(N(CCN3CCOCC3)C(=O)c3nc4ccccc4s3)nc12
  -2	8
COc1cc(/C=C2/N=C(c3cncc(Br)c3)OC2=O)cc(OC)c1OC
  -6	2
O=S(=O)(c1ccc(N=Cc2ccc3c(c2)OCO3)cc1)c1ccc(N=Cc2ccc3c(c2)OCO3)cc1
  -8	x
Cc1cccc(S(=O)(=O)N2CC3CN(S(=O)(=O)c4c(C)noc4C)CC(C2)O3)c1
  -6	-10
CCOc1ccccc1-n1cnc2cc(C(=O)O)ccc21
  2	-8
O=C(c1c[nH]c2ccccc12)N1CCCCC1c1nc(C2CC2)no1 (configuration not stated)
  3	-11
COc1cccc(C(C)NC(=O)c2sc3ccccc3c2Cl)c1 (configuration not stated)
  6	-27
O=C1Nc2ccccc2OC1C(=O)N1CCN(c2ncccn2)CC1 (configuration not stated)
  -3	29
CSC1=NCCN1C(=O)c1ccc(Cl)cc1
  -2	-2
COc1ccc(C(=O)Nc2cc(Cl)c(OC)cc2OC)cc1
  2	3
CC(C)CNC(=O)C1CCCN(c2ncc(-c3cccc(F)c3)cn2)C1 (configuration not stated)
  4	-9
CN(C)c1ncnc2c1C(c1ccc([N+](=O)[O-])cc1)c1c(ncnc1N(C)C)O2
  -2&-5	33&24
COc1cc(OC)c(C(c2c(O)cc(C)[nH]c2=O)c2c(O)cc(C)[nH]c2=O)cc1OC
  -1	0
COCCN1C(=O)c2ccccc2C(C(=O)NCc2ccc(F)cc2)C1c1ccc(F)cc1 (configuration not stated)
  -1	8
N#C/C(=C\c1ccc(-c2ccccc2F)o1)c1nn(-c2ccccc2)c(N)c1C#N
  -6	40
Cc1cc(-c2nc(-c3ccc([N+](=O)[O-])o3)no2)no1
  4	x
Cc1nc2c(NC(=O)c3cccs3)cccn2n1
  0	-2
CC(C)C(C(=O)Nc1nccs1)N1C(=O)c2ccccc2C1=O (configuration not stated)
  2	3
O=C(Nc1cccc(Cl)c1)N1CCCC1c1cccc(F)c1 (configuration not stated)
  -8	-13
O=C(CSc1nc2[nH]ncc2c(=O)n1-c1ccccc1)Nc1ccc2c(c1)OCCO2
  -1&-4	12&20
COC(=O)c1ccc(CN2CCCC2c2cc(C)on2)cc1 (configuration not stated)
  -2	2
O=[N+]([O-])c1cc(/C=C/C=Nc2ccc(N3CCOCC3)cc2)ccc1Br
  2	46
COc1ccc(C2C3=C(CCCC3=O)Nc3nc(C(F)(F)F)nn32)cc1OC (configuration not stated)
  5	-2
CCn1ccnc1C(O)(c1ccccc1)c1nccn1CC
  -7	17
Cc1ccccc1NC(=O)N1CC2CCCN2c2ccccc21 (configuration not stated)
  -2	61*
CC(C)C1(CCNCc2ccco2)CCOC(C)(C)C1 (configuration not stated)
  -4	6
Cc1cc(C)n(CC(=O)N2CCC(c3nc(-c4ccccc4)no3)C2)n1 (configuration not stated)
  -7	-6
O=C(NCCC(c1ccccc1)c1ccccc1)C(=O)NCc1cccs1
  -1	-5
CCCCNC(=O)CC(C(=O)N1CCc2ccccc21)n1ccnc1 (configuration not stated)
  -6	-5
COc1ccc(-c2nc3ccc(C)cn3c2NC(C)(C)C)cc1OC
  1	44
O=C(Nc1cnc(-c2cccnc2)nc1)C1CCCCC1
  3	1
O=C1NC(=O)/C(=C\c2ccc(OCc3ccc(C(=O)O)cc3)c(Br)c2)N1
  0	8
O=C(O)C1CC(=O)N(CCc2ccc(Cl)cc2)C1 (configuration not stated)
  -3	x
O=C(CC1Sc2ccccc2NC1=O)Nc1ccc(OC(F)(F)C(F)Cl)cc1 (configuration not stated)
  7	-3
CC(C)CN1CCC(C(=O)NC(C)c2ccccc2)CC1 (configuration not stated)
  -3	4
Cc1ccc(-n2cnc(C(=O)NCc3cccnc3)n2)cc1
  1	-1
O=Cc1ccc(OCc2ccc(C(=O)O)cc2)c(Br)c1
  -5	-3
COc1cccc(C2C(=C(O)c3ccccc3)C(=O)C(=O)N2CCCC(=O)O)c1 (configuration not stated)
  -11	-2
CCc1cc(C2CCCN2C(=O)Nc2cc(C)cc(C)c2)on1 (configuration not stated)
  0	-5
Cc1cccc(-c2noc(C3CCCN3C(=O)Nc3ccccc3Cl)n2)c1 (configuration not stated)
  -5	-36

# Single values from the list:
# Pf apPOL block with Cc1ccc(-n2cnc(C(=O)NCc3cccnc3)n2)cc1 = 1
# mHTT CaM bind with CCCCNC(=O)CC(C(=O)N1CCc2ccccc21)n1ccnc1 (configuration not stated) = -5
# Pf apPOL block with O=C(CC1Sc2ccccc2NC1=O)Nc1ccc(OC(F)(F)C(F)Cl)cc1 (configuration not stated) = 7
# mHTT CaM bind with O=Cc1ccc(OCc2ccc(C(=O)O)cc2)c(Br)c1 = -3
# Pf apPOL block with CC(C)CN1CCC(C(=O)NC(C)c2ccccc2)CC1 (configuration not stated) = -3
# Pf apPOL block with Cc1cc(C)n(CC(=O)N2CCC(c3nc(-c4ccccc4)no3)C2)n1 (configuration not stated) = -7

# (listing goes on)
# The line under a structure holds: Pf apPOL block	mHTT CaM bind
O=C(c1ccoc1)N1CCCCC1c1nc(-c2ccncc2)no1 (configuration not stated)
  -1	-10
CCOc1ccccc1NC1=NS(=O)(=O)c2ccccc21
  -9	-4
C=CCn1c(N)cc(=O)nc1SCC(=O)Nc1ncccn1
  21	1
CC(=O)Nc1ccc(-c2nc3c(Cl)cccc3[nH]2)cc1
  -2	-3
CCCNC(=O)CCc1conc1-c1ccccc1
  -1	-6
CCOC(=O)N1CCC(NC(=O)CN2C(=O)NC3(CCC(C(C)(C)C)CC3)C2=O)CC1 (configuration not stated)
  0	16
COc1ccc(CCN2CC(C(=O)NC3CCCCC3C)CC2=O)cc1OC (configuration not stated)
  -15	-1
Cc1cc(NC(=O)c2ccc(N(C)C)cc2)no1
  -9	-1
NC(=O)NC(=O)Nc1ccc(I)cc1
  -7	-7
COc1cc([N+](=O)[O-])ccc1NC(=O)c1ccc(F)cc1
  -3	-3
O=C(NCCCN1CCCC1=O)C(=O)Nc1ccc(Cl)cc1
  -7	-7
O=C(NCCCOc1cccc2cccnc12)c1c(F)cccc1F
  -10	4
CC(C)Cc1ccc(C(C)c2nnc(-c3cccc([N+](=O)[O-])c3)o2)cc1 (configuration not stated)
  13	x
CCN1c2cc(Cl)ccc2C(=O)NC12CCN(C(=O)NCCc1ccccc1)CC2
  -2	1
O=S(=O)(NCc1ccco1)c1cc(Cl)ccc1Cl
  x	-6

# For reference, three of the compounds above:
# The line under a structure holds: Pf apPOL block	mHTT CaM bind
COc1ccc(CCN2CC(C(=O)NC3CCCCC3C)CC2=O)cc1OC (configuration not stated)
  -15	-1
Cc1cc(NC(=O)c2ccc(N(C)C)cc2)no1
  -9	-1
NC(=O)NC(=O)Nc1ccc(I)cc1
  -7	-7

# Further entries:
# The line under a structure holds: Pf apPOL block	mHTT CaM bind
CN1CCN(Cc2c(O)ccc3c(-c4cc5cc(Br)ccc5oc4=O)cc(=O)oc23)CC1
  4	10
Ic1cccc(-c2nc(-c3ccncc3)no2)c1
  2	-4
CCC(=O)N1CCc2cc(N3CC(C(=O)Nc4ccc(F)cc4C)CC3=O)ccc21 (configuration not stated)
  -4	-4
COc1ccc(C(CC(=O)NCc2cccnc2)NS(=O)(=O)c2ccc(C)cc2)cc1 (configuration not stated)
  -6	6
COc1ccc(NS(=O)(=O)c2ccc(NC(=O)c3ccc([N+](=O)[O-])cc3)cc2)nn1
  0&-11	1&5
COCCNC(=O)C1CCN(Cc2cc3ccccc3n2Cc2ccccc2Cl)CC1
  0	83*
CC(C)=C1C(=O)NN(c2ccccc2)C1=O
  -2	12
CC(=O)c1ccc(S(=O)(=O)NC2CC(=O)N(c3ccc(F)cc3)C2)cc1 (configuration not stated)
  -8	-17
COc1ccc(C(=O)CSc2nnc(C3COc4ccccc4O3)n2-c2ccccc2)cc1 (configuration not stated)
  -3	11
CCC(=O)NCCc1csc(C2CCN(C(=O)Cc3ccc(C)cc3)CC2)n1
  1	11
COc1ccc(C2(CNC(=O)c3ccccc3[N+](=O)[O-])CCCCC2)cc1OC
  -4	7
CC(=O)Nc1ccc(N=Cc2cccc(F)c2O)cc1
  28	6
O=C1Nc2ccc(Br)cc2C1=Nc1ccc2oc(-c3ccccc3)nc2c1
  -4	16
Cc1ccc(C(=O)N2CCN(Cc3noc(-c4ccccc4Cl)n3)CC2)cc1
  -3	7
COc1ccc(C(=O)N2CCC3(CC2)NC(=O)c2ccc(F)cc2N3C)c(OC)c1
  -6	3
CCOC(=O)NC(=S)NC(=O)C(C)(C)C
  -9	x
COc1ccc(C)cc1NC(=O)N1CCCC1c1ccccc1C (configuration not stated)
  -7	3
CC(C)NC(=O)C1CCN(c2cnc(N3CCCCCC3)nc2)CC1
  0	-10
COc1ccc(Br)cc1CN1CCCC(O)C1 (configuration not stated)
  -7	-6
Cc1cc(=O)n(CC(=O)Nc2ccc(F)cc2C)c(N2CCCCC2)n1
  -2	0
Cc1cc(C)c(N=C(NN)N(C)C)cc1C
  -3	x
CC1CCCC(C)N1CCCNC(=O)C1c2ccccc2C(=O)N1CCc1ccc(Cl)cc1 (configuration not stated)
  -11	6
O=C(CSc1nc2ccccc2c(=O)n1Cc1ccc2c(c1)OCO2)NC1CCCC1
  -8	-3
CCCN(CCC)S(=O)(=O)c1ccc(F)c(C(=O)Nc2cc(C)ccc2OC)c1
  3	3
CC1(C)CC(=O)C2=C(C1)Nc1nc(-c3cccc(Cl)c3)nn1C2c1ccc2c(c1)OCO2 (configuration not stated)
  -2	61*
O=C(CCc1ccccc1)N1CCC(COc2ccccc2C(=O)N2CCCCC2)CC1
  -4	16
Cn1cc2c3c(cccc31)CN(C(=O)COc1ccc(F)cc1)CC2
  -3	27
O=S(=O)(Nc1ccc2c(c1)OCCO2)c1cccc2nsnc12
  -6	-3
NC(=O)C1(NC2CCCCC2)CCCCC1
  -10	x
CCCCNC(=O)c1ccc2c(c1)nc1n2CCCCC1
  3	-4
COc1ccc(-c2nc(N)sc2C)c(OC)c1
  -1	5
CCC(C)(C(=O)Nc1c(C)cccc1C)N(C(=O)Cn1nnnc1N)c1ccccc1 (configuration not stated)
  0	6
CC(=NOC(=O)Nc1ccc(Cl)cc1)c1sc2ccc(Cl)cc2c1C
  -7	x
O=C(NC1CC(O)C(CO)C1)c1ccc(Oc2ccccc2)cc1 (configuration not stated)
  -11	1
CCOCCCN(Cc1ccco1)C(=O)c1noc2c1CCCC2
  0	17
c1cnc2c(SCC3CCOCO3)cccc2c1 (configuration not stated)
  -2	-1
Cc1ccc(C)c(CN2C(=O)NC3(CCN(C(=O)c4ccc(C#N)cc4)CC3)C2=O)c1
  -2	10
Cc1ccc(CN2CCCn3nc(C(=O)NCc4ccccc4F)cc3C2=O)cc1
  -4	0
CCN(c1ccccc1)S(=O)(=O)Cc1ccccc1
  -7	-1
COC(=O)Cn1cnc2c(-c3ccc(C)cc3)csc2c1=O
  -15	0
CCCC1=NN(S(=O)(=O)c2ccccc2)C(O)(C(F)(F)F)C1 (configuration not stated)
  0	-2
COc1ccc(NC(=O)c2cc3c(CO)cnc(C)c3oc2=Nc2ccccc2OC)c(OC)c1
  2	7
CS(=O)(=O)N1CCC(C(=O)Nc2nnc(-c3cc(Cl)ccc3Cl)o2)CC1
  3	-4
Cc1ccc(NC(=O)CN(c2cccc(C)c2C)S(C)(=O)=O)cc1
  -1	-4
CCNC(=O)C1CCN(c2ccc(Cl)cc2F)C1=O (configuration not stated)
  2	2
CCCCN(C)C(=O)CCC1CCN(c2cc(NCCC)ncn2)CC1
  0	9

# Exported with bars between the fields: 6 of the compounds above.
Compound | Pf apPOL block | mHTT CaM bind
CC(=NOC(=O)Nc1ccc(Cl)cc1)c1sc2ccc(Cl)cc2c1C | -7 | x
O=C(NC1CC(O)C(CO)C1)c1ccc(Oc2ccccc2)cc1 (configuration not stated) | -11 | 1
CCOCCCN(Cc1ccco1)C(=O)c1noc2c1CCCC2 | 0 | 17
c1cnc2c(SCC3CCOCO3)cccc2c1 (configuration not stated) | -2 | -1
Cc1ccc(C)c(CN2C(=O)NC3(CCN(C(=O)c4ccc(C#N)cc4)CC3)C2=O)c1 | -2 | 10
Cc1ccc(CN2CCCn3nc(C(=O)NCc4ccccc4F)cc3C2=O)cc1 | -4 | 0
